eLon inh = inhibits E. coli Lon protease | purified E. coli Lon protease, fluorescence polarization | inhibition, % at 7.94 µM | hit rate 0.42% among 360,000 | AID 602123; in the data active means inhibition above about 13%, passing the limit was not always enough;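 further: 0% = enzyme with probe and DMSO and 100% = no enzyme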
SKN-1 inh = inhibitors of C. elegans SKN-1; inhibition, % at 21.8 µM; C. elegans VP596 Pgst-4::GFP/RFP ratio, acrylamide-induced, 24 h; hit rate 0.49% among 360,000;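 active means interference check ratio from 0.5 to 1.5 plus GFP to RFP signal ratio inhibition reaching or exceeding a fixed threshold, cut at about 30% in these data, passing the limit was not always enough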; further: some compounds called inactive have numbers as strong as hits
MT1-MMP act inh = blocks activation of human MT1-MMP | AID 651647 | HT1080 RFP-PRO-GFP cells, GFP/RFP ratio fluorescence, overnight; percent of plate control window, DMSO zero | hit rate 0.061% among 360,000 | P50281 | GFP/RFP ratio change, % at 20 µM;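 active means GFP/RFP ratio change of at least 30% with cell ATP level not reduced by more than half and red fluorescence within 50% of control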; further: strong numbers were not always called active
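Material – HT1080 RFP-PRO-GFP cells · Control set – DMSO wells and RFP-L50D-GFP cells · Incubation – overnight cell settling, then overnight compound exposure, 37 °C, 5% CO2 · Compound dosing – single-point 20 µM compound, 1% DMSO · Read-out – GFP/RFP fluorescence ratio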
PABP1 MLLE inh = blocks PAM2 peptide binding to the PABP1 MLLE domain. P11940. GST-MLLE / FITC-PAM2 fluorescence polarization. inhibition, % at 20 µM. hit rate 0.36% among 360,000. AID 588489; in the data active means inhibition above about 35%, passing the limit was not always enough;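 further: plate controls were DMSO wells with GST-MLLE for no effect and wells lacking GST-MLLE protein for full effect; some results filed as inactive read as strong as hits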
bovine MsrA act = bovine methionine sulfoxide reductase A activation. purified bovine MsrA, absorbance read-out. activation, % at 10.6 µM. hit rate 0.3% among 360,000; in the data active means activation above about 7.5%;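 further: 0% = vehicle and 100% = reference activator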
FAS TE block = blocks the thioesterase domain of human fatty acid synthase. P49327. AID 602261. recombinant FAS-TE, OMFH fluorogenic substrate, fluorescence endpoint. inhibition, % at 15 µM. hit rate 0.67% among 360,000;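 active means compounds whose normalised, plate-corrected inhibition of enzyme fluorescence in the single-dose primary screen is 50% or more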;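 further: 0% = DMSO with enzyme and 100% = substrate without enzyme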
Neddyl block = blocks human cullin neddylation; calls only at 25 µM; hit rate 0.58% among 360,000; TR-FRET cullin neddylation, biochemical; P61081+Q13564; in the data active means inhibition above about 36%
Rin1-Abl PPI inh = inhibitors of human Rin1-Abl protein interaction. P00519+Q13671. TR-FRET Rin1/Abl binding, biochemical. inhibition, % at 7.35 µM. hit rate 0.4% among 360,000. AID 588664; in the data active means inhibition above about 5%, passing the limit was not always enough
NRP1-CendR mod = NRP-1/CendR interaction modulation; hit rate 0.85% among 360,000; inhibition, % at 25 µM; AID 602438; FAM-RPARPAR peptide binding to NRP-1, fluorescence polarization;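 active means inhibition or corrected inhibition above about 18%, plus a signal ratio from 0.5 to 1.5, limit read from the data, passing the limit was not always enough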; further: strong numbers were not always called active
Numbers without * were called inactive; i = inactive; nt = no result given; + = active, no number.

Sample of the layout, 4 compounds:
SMILES | eLon inh | SKN-1 inh | MT1-MMP act inh | PABP1 MLLE inh | bovine MsrA act | FAS TE block | Neddyl block | Rin1-Abl PPI inh | NRP1-CendR mod
CC(C)(C)c1nnc(NC(=O)C2CC(=O)N(CCc3ccc(F)cc3)C2)s1 (centres undefined) | -4 | -15 | 3 | 15 | -4 | 0 | i | 1 | 9
Cc1nc2ccc(NC(=O)c3ccc4ccccc4n3)cc2s1 | -3 | -7 | 0 | -9 | -4 | 10 | i | 0 | 3
Cc1ccc(C(=O)c2coc3ccc(O)c(Cl)c23)cc1 | 8 | -1 | nt | -14 | -13 | -3 | i | 1 | 8
CCOC(=O)c1c(NC(=S)Nc2ccc(OC)cc2)sc2c1CCC2 | 9 | 0 | 1 | 24 | -2 | 8 | i | 1 | -2

The listing (from the top)
SMILES | eLon inh | SKN-1 inh | MT1-MMP act inh | PABP1 MLLE inh | bovine MsrA act | FAS TE block | Neddyl block | Rin1-Abl PPI inh | NRP1-CendR mod
CC(C)(C)c1nnc(NC(=O)C2CC(=O)N(CCc3ccc(F)cc3)C2)s1 (centres undefined) | -4 | -15 | 3 | 15 | -4 | 0 | i | 1 | 9
Cc1nc2ccc(NC(=O)c3ccc4ccccc4n3)cc2s1 | -3 | -7 | 0 | -9 | -4 | 10 | i | 0 | 3
Cc1ccc(C(=O)c2coc3ccc(O)c(Cl)c23)cc1 | 8 | -1 | nt | -14 | -13 | -3 | i | 1 | 8
CCOC(=O)c1c(NC(=S)Nc2ccc(OC)cc2)sc2c1CCC2 | 9 | 0 | 1 | 24 | -2 | 8 | i | 1 | -2
CCc1ccccc1NC(=O)c1cc(S(=O)(=O)N2CCCC2)c[nH]1 | 4 | -1 | 4 | 0 | -1 | 2 | i | -4 | -11
COc1ccccc1CCC(=O)N1CCC(n2nccc2NC(=O)C2CCOC2)CC1 (centres undefined) | -1 | -10 | 1 | 4 | -7 | -1 | i | 2 | -5
Cc1ccc(-c2cc(-c3c(C)nn(C)c(=O)c3N)[nH]n2)cc1 | 4 | -4 | -2 | 4 | 4 | -6 | i | -2 | 0
CCn1c(SCC(=O)c2cccs2)nnc1-c1cccs1 | -8 | 1 | -7 | -40 | 0 | -2 | i | 0 | -2
CCCCC/C=N\NC(=O)Cc1ccc([N+](=O)[O-])cc1 | -5 | 13 | 4 | 2 | -4 | 2 | i | -9 | -8
CCOC(=O)c1ccc(N2C(=O)CC(Sc3nnc(C)s3)C2=O)cc1 (centres undefined) | -4 | 14 | 2 | 15 | 2 | -1 | i | 0 | 35*
CCC1(C)Cc2ccccc2-c2nc(NCCCO)[nH]c(=O)c21 (centres undefined) | 9 | 10 | 8 | 8 | -4 | 0 | nt | -2 | 2
COC(=O)/C=C1\NCCNC1=O | -4 | 4 | 1 | -4 | 1 | -4 | i | -2 | 9
CCOC(=O)CN1CC23C=CC(O2)C(C(=O)Nc2ccc(C(C)=O)cc2)C3C1=O (centres undefined) | 5 | 4 | 0 | -4 | 0 | -4 | i | -2 | 1
CC1=C(C#N)C(c2ccccc2)C2=C(N1)c1ccccc1C2=O (centres undefined) | 0 | 12 | -5 | 4 | -4 | 18 | i | 0 | 3
O=c1c(-c2ccc(O)cc2O)coc2cc(O)cc(O)c12 | 3 | 1 | 0 | -4 | -3 | -1 | i | -1 | 10
Cc1cc(C)n(C(=O)c2c([N+](=O)[O-])c(C)nn2C)n1 | 3 | -7 | -6 | -7 | -4 | -6 | i | -4 | -6
CCOc1ccc(Oc2ccc(Cl)cc2N)cc1 | 2 | 11 | 2 | -3 | -1 | 16 | i | 3 | 6
COCn1c(-c2ccc(OC)cc2)nc2ccccc21 | -5 | 17 | -4 | 0 | -1 | -5 | i | -2 | 16
COc1ccc(S(=O)(=O)NC(CC(=O)NCC2CCCO2)c2ccco2)cc1 (centres undefined) | -1 | 5 | 4 | -1 | -4 | -2 | i | -2 | -1
O=C(COC(=O)CCc1nc2ccccc2s1)Nc1cccc(S(=O)(=O)N2CCOCC2)c1 | 4 | -6 | 3 | 2 | -3 | 0 | i | -3 | 0
N#CCCN1CCN(C(CNS(=O)(=O)c2ccc(Cl)cc2)c2ccccc2)CC1 (centres undefined) | -6 | 3 | -10 | 2 | -3 | 2 | i | -2 | 4
COc1ccc(CCNC(=O)c2ccc(CNS(=O)(=O)c3cc(C)ccc3C)cc2)cc1OC | 0 | -16 | 3 | 3 | -2 | 8 | i | 1 | -3
COc1ccccc1NC(=S)NNC(=O)c1cc(C)nn1C | -7 | 0 | -1 | 12 | 0 | -5 | i | -1 | 8
Cc1ccc(NC(=S)N/N=C2\CCCCC2C)cc1 (centres undefined) | -14 | 1 | 1 | -28 | 1 | 5 | i | 0 | -4
Cc1nn(CCC(=O)NNC(=S)Nc2ccc(Cl)cc2)c(C)c1[N+](=O)[O-] | 13 | 3 | 4 | 21 | 3 | 3 | i | 4 | 4

The results go on.
SMILES | eLon inh | SKN-1 inh | MT1-MMP act inh | PABP1 MLLE inh | bovine MsrA act | FAS TE block | Neddyl block | Rin1-Abl PPI inh | NRP1-CendR mod
CC(Oc1ccc(Cl)cc1Cl)C(=O)NCCCN1CCOCC1 (centres undefined) | -3 | -3 | 1 | -8 | 0 | -1 | i | 5 | -7
O=C(CC(C(=O)N1CCc2ccccc21)n1ccnc1)NCC1CCCO1 (centres undefined) | 0 | -2 | -1 | -8 | -3 | -4 | i | 1 | 9
O=C(COc1ccc(-c2ccccc2)cc1)NN=C1CCCC1 | 3 | -11 | 13 | -2 | -3 | 2 | i | 1 | -9
O=C(CNC(=O)c1ccccc1Cl)Nc1ccncc1 | -3 | -5 | -3 | 5 | -3 | -6 | i | 1 | -7
COc1ccc(C(=O)Nc2c(N)nc[nH]c2=O)cc1 | 7 | 3 | -1 | 1 | -2 | -6 | i | 0 | -1
CCc1ccc(NC(=O)C[n+]2cc(-c3ccc(C)cc3)n3c2CCC3)cc1 | 4 | 2 | -2 | 0 | 0 | -1 | i | -1 | -4
CCn1c(SCC(=O)Nc2ccc(OC)c(OC)c2)nnc1-c1c[nH]c2ccccc12 | 8 | 5 | 1 | -15 | -5 | 0 | i | 3 | 6
COc1ccc(C2C(C(=O)c3ccc(C)o3)=C(O)C(=O)N2Cc2cccnc2)cc1 (centres undefined) | 2 | 10 | 1 | 9 | -2 | 2 | i | 0 | -3
CCN(C(=O)CN1CCCC(C)C1)c1c(N)n(Cc2ccccc2)c(=O)[nH]c1=O (centres undefined) | 1 | 3 | -2 | 8 | -7 | 0 | i | 4 | 0
CC1=C(C(=O)N2CCOCC2)CC(CC(=O)NC2CCCC2)C(=O)N1Cc1ccc(C(C)(C)C)cc1 (centres undefined) | 2 | 4 | 2 | 1 | -1 | 0 | i | 5 | -9
Cc1c(NC(=O)CSc2nnc3sc4ccccc4n23)c(=O)n(-c2ccccc2)n1C | -5 | -2 | 6 | -10 | -9 | -7 | i | -2 | 5
COc1ccc(-n2nc3c(c2NC(=O)C2CCCC2)CS(=O)C3)cc1 (centres undefined) | 3 | 9 | 0 | 5 | 0 | -6 | i | 4 | 7
Cc1ccc(C(=O)NNC(=O)C2CCN(Cc3ccc(Cl)c(Cl)c3)CC2)cc1 | -1 | -17 | 2 | 6 | -5 | 2 | i | -1 | -5
CC(C)OC(=O)CC12CN(C)CC(CC(=O)OC(C)C)(CN(C)C1)C2=O | -1 | 7 | -1 | 8 | -7 | -7 | i | -2 | 10
Cc1cc(N2O[C@]34C=C[C@]25C[C@@H](O)CC[C@]5(C)C3CC[C@]2(C)[C@@H]([C@H](C)/C=C/[C@H](C)C(C)C)CC[C@H]24)no1 (some centres undefined) | -4 | -6 | 2 | -8 | -4 | 9 | i | -1 | 13
Cc1ccc(CNC(=O)CN2C(=O)NC(C)(c3ccc(Cl)cc3)C2=O)cc1 (centres undefined) | 6 | 0 | 3 | -13 | -1 | 5 | i | 1 | -6
C[C@H]1CN([C@@H](C)CO)C(=O)Cc2cc(NC(=O)C3CC3)ccc2O[C@H]1CN(C)Cc1ccc(C(=O)O)cc1 | 2 | 0 | 5 | 8 | 0 | -14 | i | 4 | 5
O=C(Nc1ccc(Cl)cn1)C1CC1 | 10 | -10 | 3 | 5 | -14 | 0 | i | 1 | -4
CCOC(=O)C1(CCCc2ccccc2)CCN(S(C)(=O)=O)CC1 | -5 | 9 | 1 | -7 | -2 | 5 | i | -3 | -6
Cc1cccc(NC(=O)c2ncn3c2C(=O)NC[C@H]3C)c1 | -3 | 0 | 1 | 2 | 7 | -7 | i | 1 | -2
CCCc1cc(-c2n[nH]c(=S)n2-c2cccc(C)c2)cs1 | 2 | 0 | 0 | -1 | 0 | 2 | i | 6 | -7
CCn1c(SCC(=O)c2c(N)n(C3CC3)c(=O)[nH]c2=O)nc2cc(S(N)(=O)=O)ccc21 | -3 | 8 | -3 | -46 | -5 | -1 | i | -1 | 10
Cc1cc(Cc2cc(C)c(N)cc2C)c(C)cc1N | -1 | -4 | 2 | 4 | -5 | -3 | i | 6 | -3
CCN1CCCC1CNC(=O)c1ccc2c(=O)n(CCOC)c(=O)[nH]c2c1 (centres undefined) | 0 | -4 | -1 | 8 | -2 | -7 | + | 3 | -1
CN(CCO)c1ncnc2nc[nH]c12 | 5 | -24 | 0 | -1 | -1 | -7 | i | -3 | -5

(list continues)
SMILES | eLon inh | SKN-1 inh | MT1-MMP act inh | PABP1 MLLE inh | bovine MsrA act | FAS TE block | Neddyl block | Rin1-Abl PPI inh | NRP1-CendR mod
Cc1ccc(CN2CCN(C(=O)CC(C)C)CC2)cc1 | 6 | 7 | 1 | -3 | -5 | -1 | i | 2 | 14
CCOc1ccc(CCN2C(=O)C(=O)N([C@@H](Cc3ccc(O)cc3)CN3CCC[C@H]3CN3C(=O)C(=O)NC[C@@H]3Cc3ccc(O)cc3)C[C@@H]2Cc2ccc(O)cc2)cc1 | -9 | -16 | 1 | nt | -3 | -1 | i | nt | -8
O=C(Nc1cccc(F)c1)c1coc(=O)c(Br)c1 | -9 | -9 | -8 | -7 | -11 | -6 | i | -2 | -22
COc1cc2c(cc1OC)CN(CC(=O)Nc1ccccc1C#N)CC2 | -2 | 4 | -1 | -12 | -4 | -8 | nt | -3 | -2
COc1ccc(-c2noc(C)c2-c2ccc3ccccc3n2)c(O)c1 | 1 | -4 | -4 | 6 | -12 | 34 | i | -1 | -6
CN(c1ccccc1)S(=O)(=O)c1ccc(NC(=O)c2ccco2)cc1 | -5 | 3 | -1 | 6 | 1 | 6 | i | 2 | -2
CC(C)C1C(=O)N(Cc2cn(CC3CCCCC3)nn2)CCS(=O)(=O)N1Cc1ccc(-c2cccc(CO)c2)cc1 (centres undefined) | -2 | 9 | -5 | 0 | -2 | 22 | i | -5 | -1
Cc1cc(-n2c(C)cc(C(=S)N3CCOCC3)c2C)ccc1Br | -15 | 3 | -2 | 34 | -6 | 13 | i | 1 | -12
COc1ccc(NS(=O)(=O)c2ccc3ccccc3c2)c2ncccc12 | -2 | 9 | -1 | -2 | -4 | 27 | nt | 0 | 0
Cc1cc(O)cc(O[C@H]2OC(CO)[C@H](O)[C@@H](O)[C@H]2O)c1 (some centres undefined) | 2 | 0 | 1 | -1 | 1 | -12 | i | -1 | 12
CC(/C=C1\SC(=S)N(NC(=O)c2ccc(O)cc2)C1=O)=C\c1ccccc1 | 13 | -4 | 3 | -8 | -4 | 4 | i | -3 | 3
COc1ccc(C2=C(CN(C)C)C(c3ccccc3)c3ccccc3O2)cc1 (centres undefined) | -9 | -1 | -4 | 10 | -1 | 12 | i | -1 | 11
COc1cc(Cl)ccc1OCc1cc(C(=O)N2C[C@@H]3CCC[C@H]2C3)no1 | -2 | 10 | 3 | 4 | -4 | 27 | i | -3 | 2
CCOC(=O)c1sc2nccc(OC)c2c1N=CNOC | -8 | -10 | -1 | 16 | -8 | 1 | i | -2 | -4
Cc1nc(SCC(=O)NCCc2ccccc2)c2c(=O)n(C)c(=O)n(C)c2n1 | -10 | 10 | -4 | -9 | -2 | 2 | i | 1 | 9
